# Assay outcomes as filed in PubChem.
# dFosB activator – mouse delta FosB homodimer activation; P13346; purified delta FosB, TAMRA-CDK5 oligo fluorescence polarization; percent of positive-control signal above neutral wells; actives 0.99% (n = 340,000); activation, % at 25 µM;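 active means mean activation above about 17%, with every replicate also reaching it, limit read from the data, passing the limit was not always enough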;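 further: fluorescence polarization rise as delta FosB binds a TAMRA Cdk5 AP-1 oligo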
# MITF TRPM1 HTS – activators of MITF-driven TRPM1 promoter activity in SK-MEL-5 cells; SK-MEL-5 TRPM1-promoter luciferase, 24 h; % of positive control, neutral wells = 0; activation, % at 12.5 µM; actives 0.75% (n = 300,000);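 active means mean activation of at least 80% with every replicate also reaching 80%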;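 further: 0% = neutral control wells and 100% = parthenolide positive control wells; values of inactives mirror those of a sister screen read the other way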
# Wnt act – activators of Wnt/beta-catenin signaling; Wnt/beta-catenin reporter cell assay, activator, plate reader; activation, % at 9.35 µM; actives 1.2% (n = 300,000); in the data active means activation above about 30%, passing the limit was not always enough;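 further: 0% = neutral control wells and 100% = positive control wells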
# PvdQ acylase – P. aeruginosa PvdQ acylase inhibition | inhibition, % at 10 µM | AID 488965 | actives 0.063% (n = 340,000) | purified PvdQ acylase, fluorescence plate reader; in the data active means inhibition above about 30%, passing the limit was not always enough;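 further: 0% = vehicle neutral wells and 100% = reference inhibitor wells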
# CDK5 p35 inh – inhibitors of human CDK5/p35 kinase; Q00535+Q15078; Recombinant CDK5/p35, ADP-Glo luminescence, 60 min; inhibition, % at 10 µM; actives 0.01% (n = 330,000); AID 488839;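 active means highest replicate inhibition of at least 50% and at least 75% of replicates reaching 50%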;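 further: plate controls were DMSO neutral control for no effect and GW8510 at 10 µM for full effect; many of its hits are not listed in these tables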
# NSD2 HMT inh – inhibitors of human histone methyltransferase NSD2 | O96028 | NSD2 peptide methylation, AlphaScreen, 120 min | actives 0.54% (n = 310,000) | inhibition, % at 12.5 µM; in the data active means inhibition above about 50%
# HTR5A ag ctr – HTR5A agonism, opioid heterodimer counter-screen; P47898; HTR5A agonist assay, luminescence, cell-based; activation, % at 9.3 µM; actives 0.61% (n = 340,000); in the data active means activation mostly above about 9.5%, no sharp cut-off; inactive means mostly below about 7.6%;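 further: 0% = cells with vehicle only and 100% = reference agonist; strong numbers were not always called active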
# Target sequence (P47898 whole entry, looked up): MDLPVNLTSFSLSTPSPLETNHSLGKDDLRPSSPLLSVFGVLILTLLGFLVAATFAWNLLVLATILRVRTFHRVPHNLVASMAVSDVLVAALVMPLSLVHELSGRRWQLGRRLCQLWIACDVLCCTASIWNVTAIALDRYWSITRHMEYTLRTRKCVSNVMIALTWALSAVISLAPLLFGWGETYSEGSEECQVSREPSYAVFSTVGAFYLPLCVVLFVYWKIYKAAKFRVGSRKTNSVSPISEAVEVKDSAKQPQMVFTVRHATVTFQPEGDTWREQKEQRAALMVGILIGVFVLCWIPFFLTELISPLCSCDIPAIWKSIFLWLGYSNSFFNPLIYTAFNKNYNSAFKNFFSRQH
# HTR5A inv ctr – counter-screen for OPRM1-OPRD1 inverse agonists: human HTR5A inverse agonism | P47898 | HTR5A cell line, luminescence | inhibition, % at 9.3 µM | actives 0.083% (n = 340,000); in the data active means inhibition mostly above about 23%, no sharp cut-off; inactive means mostly below about 18%;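 further: 0% = cells with DMSO and 100% = no-cell wells with DMSO; some compounds called inactive have numbers as strong as hits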
# V-ATPase pH – yeast V-ATPase proton transport regulation by pHLuorin; actives 0.37% (n = 350,000); S. cerevisiae, pHLuorin cytosolic pH fluorescence; response, % at 10 µM; in the data active means response mostly above about 7.3%, no sharp cut-off; inactive means mostly below about 5.4%; further: actives read high; inactives centre near 0; some compounds called inactive have numbers as strong as hits; reference of the scale not given here
# SR-BI HDL uptake – mouse SR-BI HDL lipid transfer inhibition | ldlA[mSR-BI] CHO cells, DiI-HDL uptake fluorescence, 3 h | actives 0.96% (n = 320,000) | Q61009 | inhibition, % at 12.5 µM | AID 488896;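 active means mean replicate inhibition of at least 70% and a set share of replicates each scoring 70 or more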;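 further: 0% = median of neutral control wells and 100% = median of positive control wells; values of inactives mirror those of a sister screen read the other way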
# Target sequence (Q61009 whole entry, looked up): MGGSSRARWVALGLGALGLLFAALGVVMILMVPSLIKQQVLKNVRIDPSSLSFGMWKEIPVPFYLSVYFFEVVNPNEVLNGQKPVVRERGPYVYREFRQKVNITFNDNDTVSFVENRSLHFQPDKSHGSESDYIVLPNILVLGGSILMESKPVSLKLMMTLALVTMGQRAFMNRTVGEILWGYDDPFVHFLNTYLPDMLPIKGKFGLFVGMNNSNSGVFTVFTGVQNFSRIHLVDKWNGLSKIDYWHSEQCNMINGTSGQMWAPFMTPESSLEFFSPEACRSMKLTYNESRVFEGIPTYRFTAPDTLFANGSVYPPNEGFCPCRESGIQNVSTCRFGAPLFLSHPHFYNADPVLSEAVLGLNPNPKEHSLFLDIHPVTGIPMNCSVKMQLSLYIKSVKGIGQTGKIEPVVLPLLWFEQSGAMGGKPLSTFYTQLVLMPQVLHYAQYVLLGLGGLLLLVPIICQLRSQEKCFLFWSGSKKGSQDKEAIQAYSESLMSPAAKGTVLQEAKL
# Active calls of the source: *; x = not tested or not shown.
Structure	dFosB activator	MITF TRPM1 HTS	Wnt act	PvdQ acylase	CDK5 p35 inh	NSD2 HMT inh	HTR5A ag ctr	HTR5A inv ctr	V-ATPase pH	SR-BI HDL uptake
Cc1nc(/N=C\N(C)C)sc1C(=O)Nc1ccccc1	-3	x	x	-3	0.3	-2	1	11	-1	1
C/C(CC(=O)Nc1ccccc1)=N\NC(=O)COc1ccc(C)cc1Br	1	-4	0	-16	1.4	1	6	26	-1	16
N#CCC(=O)Nn1c(=S)[nH]c2ccccc2c1=O	4	-1	-1	3	1.4	-10	-4	11	5	-44
Cc1ccc(SC(C)c2nc(-c3ccncc3)no2)cc1 (stereo not drawn)	-3	-5	x	-16	-0.1	-3	9	-13	-1	2
CCOc1ccc(Cl)cc1S(=O)(=O)N1CCC(C(=O)NCc2ccncc2)CC1	1	-3	-2	-7	0.2	-1	0	-1	2	x
O=C(NC(=S)N1CCN(c2nc(-c3ccccc3)cs2)CC1)c1cncc(Br)c1	-11	-7	-1	2	-0.1	7	2	-5	-3	-2
CCOc1ccc(C(=O)Nc2ccccc2N2CCOCC2)cc1	-1	5	x	-6	-1.7	-2	1	-4	-3	54
COc1ccc(NC(=S)NC(=O)c2cncc(Br)c2)c(OC)c1	-4	-4	1	-15	-0.6	0	-1	4	2	24
COc1cccc(NS(=O)(=O)c2ccc3[nH]cc(C(=O)NCCCOC(C)C)c(=O)c3c2)c1	-14	-2	x	-5	-0.2	-3	6	-25	1	13
COC(=O)/C(C#N)=C/c1c[nH]c2ccccc12	-5	4	4	-16	-2.4	5	1	-7	3	14
O=C(NCc1ccccc1OC(F)(F)F)C1CCC(=O)N(CCc2ccccn2)C1 (stereo not drawn)	-4	6	1	4	-0.2	0	3	-13	3	-5
CC(C)n1nnnc1SCC(=O)NNC(=O)C1CCCCC1	-3	-8	x	-2	0.1	-2	4	-9	1	0
O=C(NCc1ccco1)C12CN(Cc3ccccc3)CC1C(c1cccc([N+](=O)[O-])c1)=NO2 (stereo not drawn)	2	9	3	8	-0.1	x	2	8	-2	3
CCCOc1ccc(NC(=O)CC2C(=O)N(CC)C(=S)N2Cc2cccs2)cc1 (stereo not drawn)	0	7	-2	-2	-0.5	-3	3	0	4	10
COc1cc(NC(=O)Nc2c(C)n(C)n(-c3ccccc3)c2=O)cc(OC)c1OC	-9	-8	0	-12	-0.8	5	6	4	-5	3
Cc1cc(NC(=O)Cc2ccccc2)nc2c1c(=O)oc1ccccc12	-6	-5	-1	-9	1.6	x	-9	23	1	13
O=C(CC(SCCO)c1ccc(F)cc1)c1ccco1 (stereo not drawn)	4	10	x	11	-1.1	-3	-3	8	-2	-14
N#Cc1cnc2cc(-c3ccccc3)nn2c1N	-8	x	-2	-3	0.8	-3	x	x	0	2
CCOc1ccc(-n2c(SCC(=O)Nc3ccc4c(c3)OCCO4)nc3c(c2=O)SCC3)cc1	-1	x	9	-9	1.0	x	1	-11	1	4
CC(C)(C)/C(O)=C/c1nc2cc(Cl)ccc2oc1=O	3	x	-19	12	-1.1	-2	1	-22	-2	-37
CC(C)NC(=S)N/N=C/c1ccc2c(c1)OCCO2	0	29	-12	0	-0.2	-1	1	17	-5	3
COc1ccc(Cl)cc1NC(=O)c1ocnc1C	-10	-6	1	-6	-1.3	5	1	-9	1	8
CCc1ccc(C(=O)NNC(=S)Nc2ccc(S(N)(=O)=O)cc2)s1	-12	3	1	-7	3.5	7	1	-2	-2	-12
CC12CCC(C(=O)Nc3cccc(Cl)c3)(C(Br)C1=O)C2(C)C (stereo not drawn)	-7	8	x	5	-2.0	-4	2	37	1	-4
Cc1cccc(-n2ncc3c(NCc4ccc5c(c4)OCO5)ncnc32)c1	-8	x	-1	-3	0.9	1	7	-37	0	-34
COc1ccc(NC(=O)CSc2nc(N)c(NC(=O)c3cccs3)c(=O)[nH]2)cc1	13	3	4	-3	-0.5	-1	4	0	2	-13
COC(=O)CN1C(=O)N/C(=C/c2cc(Cl)c(OC)c(OC)c2)C1=O	-2	10	-2	-1	-0.1	-1	-4	9	4	37
Cc1ccccc1C(=O)Nc1c(C)[nH]c(=O)[nH]c1=O	4	11	1	-21	-1.5	-2	1	-3	0	-12
Cc1cc(=O)n2[nH]c(SCc3c(F)cccc3Cl)nc2n1	1	x	0	-9	-3.0	-5	-4	-9	-2	0
Cc1ccc(-c2nc3cnccn3c2Nc2ccc3c(c2)OCCO3)o1	-12	x	21	-11	-1.6	x	10	-25	3	-7
O=C(Nc1cccc(Oc2ccc(C(=O)O)c(C(=O)O)c2)c1)c1ccc(-c2ccccc2)cc1	-16	-5	-1	2	-0.9	32	4	2	3	x
COc1ccc(NC(=O)c2cc(F)cc(F)c2)cc1Cl	-3	x	56*	-3	1.6	17	0	-1	0	28
CCC1C(=O)N=C(SCC(=O)Nc2ccc(Br)cn2)NC1=O (stereo not drawn)	2	-8	0	-16	-2.8	0	-1	2	-1	-41
COC1OC2COC(c3ccccc3)OC2C(=O)C1NC(=O)c1ccccc1 (stereo not drawn)	13	-1	0	13	-0.2	0	-5	20	5	7
O=C(Nc1nnc(Cc2ccc([N+](=O)[O-])cc2)s1)c1ccc2c(c1)OCO2	-9	17	2	-8	-1.5	0	1	1	-3	x
CCN(c1cccc(C)c1)S(=O)(=O)c1ccc2c(c1)CCCN2C(C)=O	-2	-4	0	-1	0.3	-1	1	-18	-2	-21
Cc1c(C(=O)NCc2nnc(-c3ccccc3)o2)oc2c(F)cccc12	-11	11	1	-8	-7.8	1	4	-13	0	-7
CCn1cc([N+](=O)[O-])c(C(=O)N2N=C(c3ccc4ccccc4c3)CC2c2ccccc2O)n1 (stereo not drawn)	-11	-19	x	-1	0.4	-4	12	-7	3	10
CCOc1ccc(-c2nnn(CC(=O)NCc3ccc4c(c3)OCO4)n2)cc1	7	21	-2	5	0.1	0	-5	13	-7	-18
Cc1ccccc1-c1noc(-c2ccc(O)cc2)n1	-16	74	28	1	4.5	0	-1	-8	-1	-20
Cc1ccc(CCN2CC(C(=O)NC3CCCCC3)CC2=O)cc1 (stereo not drawn)	1	4	2	1	-2.1	-2	-3	11	-7	-59
O=C(NCCOC(=O)c1ccc(C(=O)OCCNC(=O)c2ccccc2)o1)c1ccccc1	-6	-12	x	-6	-0.2	-1	-4	16	1	8
O=C1c2cccnc2C(=O)N1Cc1ccc(Cl)cc1	4	-7	x	0	0.4	1	-5	-1	9	-52
CCS(=O)(=O)C(C)(CCl)C(=O)Nc1ccc(C(=O)OC)cc1 (stereo not drawn)	-4	18	3	-10	-0.5	-2	1	-3	1	4
O=S(=O)(Nc1ccccn1)c1cc(Cl)ccc1Cl	4	4	4	-12	-0.7	1	6	-23	-3	-1
CCCN1CCN(C(=O)c2oc3ccccc3c2NC(=O)COc2ccc(OC)cc2)CC1	-12	16	-2	-9	1.3	27	4	-17	0	-23
O=C(O)c1cc2ccccc2c(=O)s1	-7	-16	x	6	-1.5	0	4	1	1	-1
COc1ccc(C2CC(c3ccc4ccccc4c3)=NN2C(=O)CN2CCC(C(N)=O)CC2)cc1 (stereo not drawn)	-20	78	-2	-12	0.2	7	0	8	0	x
Cc1ccc([C@@H]2CC=C(C(=O)O)[C@H](c3ccc(Br)cc3)N2S(=O)(=O)c2ccc(C)cc2)cc1	-20	-4	-3	-24	-6.1	x	3	-11	0	-6
CC(Oc1ccc(Cl)cc1)C(=O)NCCCn1ccnc1 (stereo not drawn)	-3	4	x	12	-0.7	2	1	-10	6	-12

# Additional records follow:
Structure	dFosB activator	MITF TRPM1 HTS	Wnt act	PvdQ acylase	CDK5 p35 inh	NSD2 HMT inh	HTR5A ag ctr	HTR5A inv ctr	V-ATPase pH	SR-BI HDL uptake
CC(Oc1ccc(Cl)cc1Cl)C(=O)NNC(=O)c1cccnc1 (stereo not drawn)	-6	1	-3	2	x	-1	3	4	0	12
C(=C\c1ccccc1)/CN1CCN(Cc2ccc3c(c2)OCO3)CC1	0	-1	-2	-7	-0.3	9	4	-10	-8	11
CC(C)(C)c1nn(-c2ccccc2)c2[nH]c(=O)c(C=O)cc12	2	x	1	-11	1.4	-2	3	-10	-2	-11
CC1(C)CC(=O)C(C2(O)C(=O)N(Cc3ccccc3)c3ccccc32)CO1 (stereo not drawn)	-3	-7	-7	-9	-0.1	28	-7	18	2	-17
COc1ccc2[nH]cc(CCNC(=O)Cc3c(F)cccc3Cl)c2c1	-10	15	1	-9	-0.3	8	7	-20	-6	12
C1CCC(NC2=NCCC2)CC1	-1	0	x	-5	-1.0	0	1	-5	-3	-44
O=c1[nH]cnc2scc(-c3ccsc3)c12	0	0	x	-7	1.1	-2	2	-29	0	5
CCc1nnc(NS(=O)(=O)c2ccc(NC(=S)NC(=O)c3ccc(F)cc3)cc2)s1	-2	-6	-2	-1	-1.7	6	5	19	-1	-13
CCCCN(CC)CCCNC(=O)c1cn(CC(C)C)c(=O)c2c1c1ccccc1n2C	2	7	-1	3	0.4	27	-2	8	1	19
Cc1ccc(Cl)cc1NS(=O)(=O)c1c(C)[nH]c(=O)[nH]c1=O	5	x	x	-5	-0.6	4	-1	-17	-3	-2
O=C(CCS(=O)(=O)c1ccc(Br)cc1)NCc1cccs1	-3	-3	x	-2	-0.7	0	-2	6	-1	-16
COc1ccc(OCCC(=O)N2CCN(C)CC2)cc1	-2	x	2	-11	-0.9	0	1	-2	0	-25
C=C1C(=O)O[C@H]2[C@H]1[C@@H](O)CC(=C)[C@@H]1CC(=O)[C@@H](C)[C@H]21	5	-37	x	-2	-0.1	0	-1	5	-2	3
O=C(NC1CCCCC1)N(CCO)Cc1cc2cc3c(cc2[nH]c1=O)OCCO3	-9	x	-3	-9	0.4	-1	-2	1	8	-8
CC(=O)n1cc(CO)c2ccccc21	-3	-9	0	-27	-5.6	x	2	4	-1	-4
COCC(=O)Nc1nnc(SCC(=O)NCc2cccs2)s1	-6	x	-2	-14	-1.2	0	-1	-6	4	8
O=C(NC1CC1)c1cccc(NC(=O)c2cc(S(=O)(=O)N3CCOCC3)ccc2Cl)c1	-6	-6	-2	10	-0.2	-4	1	-2	0	3
COc1ccc2oc(C(=O)Nc3ccc(C)cn3)c(C)c2c1	-12	76	38*	-12	0.6	6	4	-23	1	-16
Oc1cccc(C=NNc2ccccn2)c1	1	14	0	-6	0.5	-1	0	1	5	-2
COc1ccc(CC2(CO)CCN(Cc3ccc(OC(F)(F)F)cc3)CC2)cc1	-8	-2	-2	-13	1.5	3	6	-18	-4	-10
CCCCNC(=O)CNC(=O)c1cccs1	-5	-1	x	-13	0.1	1	6	-20	3	-31
COc1ccc(OC)c(/C=C/C(=O)Nc2cccc(S(=O)(=O)N3CCCC3)c2)c1	-7	-2	5	12	1.8	-1	4	-11	-1	87*
CC1CCCC(C)N1C(=O)CSc1nnc(NC(=O)Cc2cccs2)s1 (stereo not drawn)	-2	x	x	-4	-1.9	2	8	-20	-6	-6
Cc1ccc(N2CC(C(=O)OCC(=O)NNC(=O)c3ccccc3)CC2=O)cc1 (stereo not drawn)	2	0	1	9	-0.5	-2	-2	6	-2	1
